# Assay outcomes (PubChem BioAssay)
# FadD28 binding: blocks FadD28 binding to the bisubstrate probe; fluorescence polarization; hit rate 0.22% among 360,000; inhibition, % at 12.5 µM; in the data active = inhibition above about 8.5%, passing the limit was not always enough
# TcdB GH inh: inhibitors of Clostridioides difficile toxin B glycohydrolase; P18177; TcdB glycohydrolase enzymatic assay, plate reader; inhibition, % at 9.99 µM; hit rate 0.24% among 350,000; AID 652162; in the data active = inhibition above about 10%
# Vc quorum ag: inducers of Vibrio cholerae quorum light production without autoinducers; AID 588436; activation, % at 18.7 µM; V. cholerae BH1578 lux reporter, luminescence, 6 h; hit rate 0.16% among 350,000; in the data active = activation mostly above about 9.7%, no sharp cut-off; note: not every result past the cut was called active; inactives centre near 0; reference of the scale not given here
# GDH-TPI counter: GDH-TPI coupled enzyme inhibition counter-screen; GDH-TPI coupled enzyme counterscreen, NADH absorbance; inhibition, % at 4.8 µM; hit rate 1.2% among 360,000; AID 588335; in the data active = inhibition above about 30%;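 note: 0% = DMSO wells and 100% = wells lacking the enzyme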
# BioA inh: blocks M. tuberculosis BioA enzyme activity. AID 602481. inhibition, % at 9.99 µM. purified M. tuberculosis BioA enzyme, plate reader. hit rate 0.096% among 360,000; in the data active = inhibition above about 40%
# PfHsp40 rescue: restores yeast growth despite PfHsp40 toxicity; S. cerevisiae expressing PfHsp40, growth rescue, ATP luminescence; growth rescue, % at 12.5 µM; hit rate 0.68% among 340,000; in the data active = growth rescue above about 28%, passing the limit was not always enough;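 note: yeast W303a lacking pdr1 and pdr3 grown in galactose medium; growth measured after three days at 30 °C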
# Mtb FBA inh: inhibitors of M. tuberculosis fructose-bisphosphate aldolase. inhibition, % at 1 µM. hit rate 2.3% among 360,000. P9WQA3. AID 588726. purified M. tuberculosis FBA, fluorescence read-out; in the data active = inhibition above about 27%;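 note: 0% = vehicle and 100% = reference inhibitor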
# Target sequence (P9WQA3 whole entry, looked up): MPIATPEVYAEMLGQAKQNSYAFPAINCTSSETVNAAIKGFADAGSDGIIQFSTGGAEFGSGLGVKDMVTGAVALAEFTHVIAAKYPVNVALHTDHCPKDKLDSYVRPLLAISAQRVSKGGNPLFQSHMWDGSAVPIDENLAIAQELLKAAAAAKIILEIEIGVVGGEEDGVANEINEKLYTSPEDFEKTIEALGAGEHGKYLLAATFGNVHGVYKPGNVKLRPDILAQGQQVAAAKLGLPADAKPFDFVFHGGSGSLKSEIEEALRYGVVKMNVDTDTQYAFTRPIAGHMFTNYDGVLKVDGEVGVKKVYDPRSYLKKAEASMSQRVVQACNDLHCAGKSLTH
# Mtb UGM inh: Mtb UDP-galactopyranose mutase inhibition. P9WIQ1. AID 504406. purified UGM, fluorescence polarization probe displacement. hit rate 0.06% among 320,000. inhibition, % at 10 µM; in the data active = inhibition above about 10%, passing the limit was not always enough
# Target sequence (P9WIQ1 whole entry, looked up): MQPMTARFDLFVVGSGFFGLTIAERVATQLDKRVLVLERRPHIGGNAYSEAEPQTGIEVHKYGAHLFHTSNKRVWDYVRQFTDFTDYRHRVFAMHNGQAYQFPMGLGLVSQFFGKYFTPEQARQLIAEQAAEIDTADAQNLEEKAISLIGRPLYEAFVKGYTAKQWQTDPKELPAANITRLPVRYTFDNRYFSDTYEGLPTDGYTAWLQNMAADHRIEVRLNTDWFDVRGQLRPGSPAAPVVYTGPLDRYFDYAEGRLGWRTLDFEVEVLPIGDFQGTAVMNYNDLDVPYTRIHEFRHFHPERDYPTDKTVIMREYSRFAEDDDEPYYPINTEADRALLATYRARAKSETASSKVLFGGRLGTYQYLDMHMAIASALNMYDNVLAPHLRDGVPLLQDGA
# Y pestis TopoI: inhibitors of Yersinia pestis topoisomerase I. Y. pestis Topo-I cleavage product accumulation, plate reader. activity, % at 10 µM. hit rate 0.064% among 360,000; in the data active = activity above about 50%, passing the limit was not always enough; note: inactives centre near 2
# The depositor's hits bear a star; i = inactive; . = no result given; & = joins results of further samples.
# Sequence of screens: Y pestis TopoI	BioA inh	FadD28 binding	TcdB GH inh	PfHsp40 rescue	Vc quorum ag	Mtb UGM inh	GDH-TPI counter	Mtb FBA inh
1: Cc1cc(=O)[nH]c(N2CCOCC2)n1
    4	.	1.7	0.3	-1.0	i	-2.3	5	3
2: C=CCn1c(SCC(=O)Nc2sc3c(c2C#N)CCC(C)C3)nc2cc(C(=O)O)ccc2c1=O (stereo not drawn)
    0	2.0	-1.1	1.0	-1.3	i	-1.4	17	7
3: c1ccc(Nc2n[nH]nc2-c2ccccc2)cc1
    -2	-0.9	2.2	.	-0.5	-0.4	-4.0	-3	7
4: [O-][n+]1c2ccccc2c2n1CCN1CCOC21c1ccc(Cl)cc1 (stereo not drawn)
    7	0.1	1.0	.	-1.1	i	1.6	0	4
5: O=C(c1cc(S(=O)(=O)N2CCN(c3ccccc3)CC2)ccc1Cl)N1CCCCCCC1
    9	.	-4.1	0.1	6.0	-0.6	-1.5	-2	0
6: Cc1cc([N+](=O)[O-])ccc1NC(=O)CN1CCN(Cc2ccccc2)CC1
    8	2.7	-0.9	-3.3	0.5	-0.2	-0.4	7	1
7: Cc1cc(-c2n[nH]c(=S)n2-c2ccccc2)nn1C
    -8	.	-0.2	1.0	-0.8	-0.3	2.9	-3	1
8: O=C(c1ccc(C#Cc2ccccc2)o1)N1CCN(c2ccccn2)CC1
    4	.	2.9	.	7.1	1.2	0.4	19	-1
9: COc1ccc(NC(=S)N(CCCN2CCC(C)CC2)Cc2cccs2)cc1Cl
    2	1.7	-4.2	1.4	-0.9	-0.5	-3.2	-7	3
10: CCOc1ccc(CNC(=O)Cn2ccc3cc(S(=O)(=O)N4CCCCCC4)ccc32)cc1
    25	2.2	-1.3	0.3	1.2	i	0.9	-8	0
11: Cc1cc(NCCCn2ccnc2)n2ncc(-c3ccc(Cl)cc3)c2n1
    2	3.7	1.4	.	-0.2	-1.4	0.2	22	12
12: NNC(=O)c1cc2cc3ccccc3nc2s1
    12	0.4	-8.3	-0.2	2.9	-0.2	0.0	5	-1
13: CN(C)CCC(c1ccc(Cl)cc1)c1ccccn1 (stereo not drawn)
    -2&-12	-0.1&0.1	-2.2&-1.2	0.7&2.2	-0.6&1.1	4.2	1.4&0.7&-1.9	0&1	-3&0
14: COc1cc2nc(N3CCN(c4cc(C)ccc4C)CC3)nc(N)c2cc1OC
    -27	-1.1	-6.7	1.0	-1.3	-0.4	-0.7	15	6
15: COc1cc(/C=N/NC(N)=O)ccc1OC(=O)c1ccco1
    6	.	-3.5	0.2	0.1	i	2.0	-5	0
16: O=S(=O)(NCc1ccccc1)c1ccc(S(=O)(=O)N2CCCC2)cc1
    -3	.	0.2	1.2	0.8	i	0.0	4	2
17: CCOc1ccc(S(=O)(=O)N2CCCC(C(=O)N3CCOCC3)C2)cc1Cl (stereo not drawn)
    0	-0.7	0.0	1.3	0.6	-0.3	3.2	-6	-4
18: Cn1nc(C(=O)OCC(=O)NC2CCS(=O)(=O)C2)c2ccccc2c1=O (stereo not drawn)
    7	-1.2	-0.6	-2.7	-0.2	-0.3	0.1	6	2
19: CCOC(=O)c1[nH]c(C)c(C(=O)NCCC2=CCCCC2)c1C
    1	-0.5	-2.5	.	-0.7	.	2.3	-9	0
20: COc1cc(/C=C/C(=O)Nc2ccc(OC)c(S(=O)(=O)N3CCOCC3)c2)ccc1OC(F)F
    9	-0.1	-1.9	0.1	1.4	i	0.0	16	-3

# Shown as labelled records: four of the compounds above
8. O=C(c1ccc(C#Cc2ccccc2)o1)N1CCN(c2ccccn2)CC1
  Y pestis TopoI: 4 | BioA inh: . | FadD28 binding: 2.9 | TcdB GH inh: . | PfHsp40 rescue: 7.1 | Vc quorum ag: 1.2 | Mtb UGM inh: 0.4 | GDH-TPI counter: 19 | Mtb FBA inh: -1

7. Cc1cc(-c2n[nH]c(=S)n2-c2ccccc2)nn1C
  Y pestis TopoI: -8 | BioA inh: . | FadD28 binding: -0.2 | TcdB GH inh: 1.0 | PfHsp40 rescue: -0.8 | Vc quorum ag: -0.3 | Mtb UGM inh: 2.9 | GDH-TPI counter: -3 | Mtb FBA inh: 1

18. Cn1nc(C(=O)OCC(=O)NC2CCS(=O)(=O)C2)c2ccccc2c1=O (stereo not drawn)
  Y pestis TopoI: 7 | BioA inh: -1.2 | FadD28 binding: -0.6 | TcdB GH inh: -2.7 | PfHsp40 rescue: -0.2 | Vc quorum ag: -0.3 | Mtb UGM inh: 0.1 | GDH-TPI counter: 6 | Mtb FBA inh: 2

16. O=S(=O)(NCc1ccccc1)c1ccc(S(=O)(=O)N2CCCC2)cc1
  Y pestis TopoI: -3 | BioA inh: . | FadD28 binding: 0.2 | TcdB GH inh: 1.2 | PfHsp40 rescue: 0.8 | Vc quorum ag: i | Mtb UGM inh: 0.0 | GDH-TPI counter: 4 | Mtb FBA inh: 2

# Going on with the list.
# Sequence of screens: Y pestis TopoI	BioA inh	FadD28 binding	TcdB GH inh	PfHsp40 rescue	Vc quorum ag	Mtb UGM inh	GDH-TPI counter	Mtb FBA inh
21: COC(=O)CCNC(=O)c1ccc2nc(Cc3ccc(OC)cc3)oc2c1
    -13	-2.7	0.2	-0.3	2.1	-1.0	-0.7	-1	3
22: N#CC1=C(N)Oc2cc3ccccc3cc2C1c1cccnc1 (stereo not drawn)
    4	9.3	-3.7	.	1.2	1.5	1.9	6	9
23: CCC(=O)N1CCc2cc(S(=O)(=O)Nc3ccccc3C)ccc21
    2	-1.3	-2.9	0.4	-0.2	i	-1.5	-4	2
24: O=C(Cn1ncn2cccc2c1=O)N1CCCCC1
    -10	0.3	-3.7	.	2.2	0.2	-1.6	9	5
25: CC(=O)N1CCc2cc(Br)cc(S(=O)(=O)NCc3ccccn3)c21
    6	-0.5	-4.3	.	-1.7	i	-0.4	-5	1
26: COCCNC(=S)Nc1ccccc1Cc1ccccc1
    -11	.	-2.2	1.2	5.4	-0.7	0.6	1	1
27: O=C(COC(=O)c1oc2ccccc2c1COc1ccccc1)NCCN1C(=O)CSC1=O
    12	-2.7	-0.5	1.4	0.5	i	0.7	1	-4
28: O=C(Nc1ccc2c(c1)OCCO2)C1CCCN1C(=O)Nc1ccccc1 (stereo not drawn)
    -2	-5.2	0.5	2.1	-0.2	-0.2	5.0	-3	7
29: C[C@@H]1CN([C@H](C)CO)C(=O)CCCn2cc(nn2)CO[C@H]1CN(C)C(=O)Nc1ccc(C(C)(C)C)cc1
    .	-0.2&3.3	1.0	0.3&3.3	.	.	.	.	3
30: CCC(=O)NC(c1cccs1)c1ccc2cccnc2c1O (stereo not drawn)
    7	.	0.3	1.4	1.1	i	-1.8	-1	-4
31: Cc1nn2c(N)c(C#N)cnc2c1-c1ccc(Cl)cc1
    -2	-1.2	-0.8	.	-1.5	-0.4	4.5	11	1
32: COc1cccc(NP2(=O)OCC(C)([N+](=O)[O-])CO2)c1 (stereo not drawn)
    4	.	-5.1	1.6	0.0	-1.0	.	7	3
33: Cc1ccc(Cl)cc1NC(=O)c1ccccn1
    2	0.6	-3.0	1.3	4.0	0.4	2.1	1	4
34: CC1=C(C(=O)Nc2ccccn2)C(c2ccccc2Cl)NC(=S)N1 (stereo not drawn)
    -4	0.3	-2.8	-3.5	-0.8	0.4	0.9	14	-3
35: CC1CC(C)CN(CCCNC(=O)CCC(=O)N2CCOc3ccccc32)C1 (stereo not drawn)
    2	-0.3	-0.6	1.0	0.2	i	-1.8	4	3
36: Cc1nn(CC2CC2)c(=O)n1-c1ccc(Cl)cc1
    2	-1.2	-2.1	1.1	-0.3	-0.2	0.5	11	2
37: CC(C)(C)C(=O)CSc1ncnc2sc3c(c12)CCC3
    18	.	-0.4	-1.5	-0.8	-0.4	-1.4	3	0
38: CCn1nc(C)c(NC(=O)c2cc(Br)ccc2Cl)c1C
    4	.	-3.2	1.5	-0.6	-0.2	1.2	-7	1
39: O=C(c1ccc(NS(=O)(=O)c2cccs2)cc1)N1CCCCC1
    1	-1.1	0.0	.	0.6	-0.3	-2.0	2	-1
40: Cc1ccc(C(=O)NCC2CCCO2)o1 (stereo not drawn)
    3	.	-0.7	.	-0.4	i	-0.6	-11	0
41: O=C(CN1CCN(c2ccccc2)CC1)Nc1ccc(OCc2ccccc2)cc1
    -3	.	1.4	.	2.9	-0.2	-1.7	-1	-5
42: COc1cc(NC(=O)c2cc(S(=O)(=O)N3CCc4ccccc43)cn2C)cc(OC)c1OC
    32	0.0	1.2	-0.4	1.8	-0.3	-1.8	8	-1
43: CN(C)CCn1c2c(c(SCC(=O)Nc3nccs3)nc1=O)CCCC2
    4	1.1	-0.7	0.4	0.1	i	-0.4	11	6
44: O=C(CSc1nc(O)cc(=O)[nH]1)N1CCCc2ccccc21
    16	0.7	-3.7	.	0.8	3.2	0.4	3	1
45: Oc1cc(NCc2ccc(Cl)cc2)cc2cccnc12
    7	1.4	-3.9	-0.6	-0.4	-0.7	1.3	7	0
46: COC(=O)CCC(=O)Nc1ccc(S(=O)(=O)N2CCc3ccccc32)cc1
    7	1.4	-0.4	3.0	0.6	0.7	0.6	7	1
47: COc1ccc(N(CC(=O)Nc2cccc(SC)c2)S(C)(=O)=O)cc1Cl
    -5	5.6	-5.4	.	0.3	.	0.5	0	0
48: Cc1cc(C)c(N2C(=O)CC(Sc3ccccc3N)C2=O)c(C)c1 (stereo not drawn)
    -8	-3.6	-0.5	0.8	.	-4.5	.	9	3
49: CCOc1ccc(C(=O)C(C)OC(=O)CN2C(=O)NC(C)(C)C2=O)cc1 (stereo not drawn)
    -9	-1.0	-1.8	2.0	-2.0	i	-1.3	-6	-3
50: O=C1N(CN2C(=O)C3(OCCO3)c3ccccc32)c2ccccc2C12OCCO2
    2	0.7	-2.3	.	-1.4	-0.5	-0.5	3	1
51: CN(C)S(=O)(=O)N(CC(=O)NCc1ccccc1)c1ccccc1
    7	-0.4	-1.1	1.4	0.5	-4.8	-0.6	3	-1
52: O=C(Nc1nc(-c2ccc(Br)cc2)cs1)c1cccnc1
    -8	.	-3.0	0.4	2.0	i	2.1	4	-5
53: COc1ccccc1CNC(=O)COC(=O)c1cc(C)nc2ccccc12
    10	1.2	.	-0.2	-1.2	-6.3	0.5	-7	2
54: COc1ccc(/C=N/n2cnc3c([nH]c4ccc(F)cc43)c2=O)cc1CN1CCCC1
    3	.	-1.1	0.7	-0.8	2.4	1.2	10	0
55: O=C1c2cccc3c([N+](=O)[O-])ccc(c23)C(=O)N1CC1CCCO1 (stereo not drawn)
    0	.	-7.1	1.4	4.9	-1.8	.	7	0
56: COc1ccc(NC(=O)c2cn(-c3ccccc3)nc2-c2ccncc2)cc1
    13	.	0.2	0.3	0.3	-0.4	-2.4	-3	0
57: C[C@@H]1CN([C@H](C)CO)C(=O)CCCn2nncc2CO[C@@H]1CN(C)C(=O)C1CCCCC1
    4	-2.0&0.5	0.1	-0.6&1.5	.	i	.	-6	1
58: COCCn1c(N)c(C(=O)NCc2cccs2)c2nc3ccccc3nc21
    8	3.3	-1.7	.	0.3	6.8	1.3	-11	101*
59: CCCCNC(=S)N1CCN(C)CC1
    1	.	0.3	0.6	1.0	-0.8	0.5	1	2
60: Cc1nc2ccccc2c(=O)n1-c1ccc(-c2ccccc2)cc1
    -8	-6.4	0.0	0.4	-1.9	i	4.0	6	2

# Look-ups from above.
# CN(C)CCn1c2c(c(SCC(=O)Nc3nccs3)nc1=O)CCCC2 in GDH-TPI counter shows 11
# Cc1nc2ccccc2c(=O)n1-c1ccc(-c2ccccc2)cc1 in PfHsp40 rescue shows -1.9

# (continued)
# Sequence of screens: Y pestis TopoI	BioA inh	FadD28 binding	TcdB GH inh	PfHsp40 rescue	Vc quorum ag	Mtb UGM inh	GDH-TPI counter	Mtb FBA inh
61: CC(C)CC(C(=O)Nc1cccc(O)c1)N1C(=O)c2ccccc2C1=O (stereo not drawn)
    7	1.5	-5.7	1.8	1.1	1.3	0.1	-6	4
62: O=S(=O)(c1ccccc1)N1CCC(N2CCCCCC2)CC1
    2	0.3	-2.6	.	-0.2	i	3.9	2	3
63: COC(=O)CCCC(=O)N1CCOCCN(C(=O)CCCC(=O)OC)CCOCC1
    -8	-1.2	-2.5	.	-0.7	i	2.3	0	-2
64: CC(C)OP(=O)(OC(C)C)C(Nc1ccccc1)c1cccc([N+](=O)[O-])c1 (stereo not drawn)
    -2	-0.9	-4.3	1.3	.	-0.4	-0.2	-13	2
65: CN1C[C@@H]2C(c3ccc(Cl)nc3)C3(c4ccccc4)CC2(C3)[C@H]1c1ccccc1 (stereo partly drawn)
    -11	-1.7	-3.1	0.8	-1.3	0.0	-0.4	-4	-3
66: O=C(CSc1nnc(COc2ccc(Br)cc2)o1)NC1CCCCC1
    11	2.5	-0.9	1.0	-0.1	0.7	0.1	-2	5
